# Screening results from PubChem BioAssay.
# B2AR arrestin: qHTS assay of beta-arrestin-biased ligands of beta2-adrenergic receptor; Beta-2 adrenergic receptor (Homo sapiens), P07550; AID 492947, 2010; beta-arrestin recruitment to beta2AR, cell-based reporter; Potency, µM (doses to about 46.1 µM), for the others: at the top dose activation, most hits filed as activators; 330,000 compounds, 0.02% hits;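 note: potency is the fitted concentration of half-maximal effect; 0% = DMSO controls and full agonism = EC100 isoproterenol or metaproterenol; nearly all actives have a fitted effect of over 65% in size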
# TRPV1 ag: HTS Assay for Compounds that Act as Agonists of the Vanilloid Receptor 1; Transient receptor potential cation channel subfamily V member 1 (Homo sapiens), Q8NER1; TRPV1-expressing cells, Fluo-8 calcium influx, agonist mode; activation, % at 8.33 µM; 320,000 compounds, 0.19% hits; in the data active = activation above about 80%; inconclusive = between about 30% and that limit; note: 0% is about no effect
#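 Fluo-8 calcium influx in TRPV1-expressing cells, kinetic read (ex 480/em 520 nm). Compound added and read 3 min for agonist activity, followed by capsaicin at EC20 final and 2 min further read for enhancement.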
# ELG1 genotoxic: qHTS screen for small molecules that induce genotoxicity in human embryonic kidney (HEK293T) cells expressing luciferase-tagged ELG1; HEK293T ELG1-luciferase reporter, luminescence, 16 h; Potency, µM (series often up to 46 µM), for the others: at the top dose activity change, positive = activation, hits mostly activators; 330,000 compounds, 1.3% hits; AID 504466, 2011; note: potency is the fitted concentration of half-maximal effect; % of control where 0% means no effect; nearly all actives have a fitted effect of over 60% in size
#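 16 hr compound incubation (37 °C, 5% CO2) of HEK293T cells carrying luciferase-tagged ELG1; luciferase then measured by ONE-Glo luminescence after 30 min at RT.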
# PTAP TSG101 blk: qHTS Assay for Iinhibitors of HIV-1 Budding by Blocking the Interaction of PTAP/TSG101. 340,000 tested, under 10 active. Potency, µM (top dose mostly 115 µM), for the others: at the top dose activity change, negative = inhibition, hits mostly inhibitors. AID 493005, 2010. Fluorescence polarization, FITC-PTAP peptide / Tsg101 binding. Tumor susceptibility gene 101 protein (Homo sapiens), Q99816; active = well fitted inhibition curve with a large enough effect in the main read-out, with a control signal flat, not every such curve was filed as active; inconclusive = small, poorly fitted or top-dose-only effect, or effect the other way, or a change in a side signal; inactive = no such curve, though single readings can be large or run the other way; note: potency is the fitted concentration of half-maximal effect; % of control where 0% means no effect
# Target sequence (Q99816 whole entry, looked up): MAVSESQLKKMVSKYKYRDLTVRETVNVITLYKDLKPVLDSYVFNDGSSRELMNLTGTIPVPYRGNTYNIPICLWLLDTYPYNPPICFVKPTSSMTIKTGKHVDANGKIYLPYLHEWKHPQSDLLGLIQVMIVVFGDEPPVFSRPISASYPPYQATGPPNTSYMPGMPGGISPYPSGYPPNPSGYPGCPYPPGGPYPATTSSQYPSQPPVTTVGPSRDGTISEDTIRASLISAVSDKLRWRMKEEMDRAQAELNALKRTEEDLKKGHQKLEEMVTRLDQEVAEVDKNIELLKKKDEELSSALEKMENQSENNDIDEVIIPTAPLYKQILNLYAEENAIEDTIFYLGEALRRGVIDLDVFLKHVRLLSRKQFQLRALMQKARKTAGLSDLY
#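 Compounds were pin-transferred onto Tsg101 binding domain (10 uM final) in HEPES pH 7.5 buffer, then FITC-PTAP peptide was added at 50 nM final. After 20 min at RT, polarization reported peptide displacement across a qHTS concentration series.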
# USP2a block: qHTS Assay for Inhibitors of Ubiquitin-specific Protease USP2a Using CHOP2 as the Reporter; AID 463254, 2010; USP2 core, Ub-CHOP2 coupled fluorogenic reporter, 485/531; Potency, µM (doses to about 38.3 µM), for inactives: at the highest dose activity change, negative = inhibition, usual class: inhibitors; 330,000 compounds, 0.01% hits;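 note: potency is the fitted concentration of half-maximal effect; plate controls were DMSO wells for no effect and full inhibition by NEM control for full effect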
#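 Deubiquitinase activity read as fluorescence (485/531 nm) after Ub-CHOP2 cleavage activates the enterokinase reporter on its substrate; USP2 core 10nM, Ub-CHOP2 and substrate 25nM each, 30min compound preincubation then 60min RT; data normalized to NEM, curves fitted.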
# p53 reactivation: qHTS assay for re-activators of p53 using a Luc reporter. H1299 p53-A138V BP100-luciferase reporter, luminescence, 24 h. Potency, µM (series often up to 92.2 µM), for the others: top-dose activity change, positive = activation, actives largely listed as activators. 320,000 compounds, 0.063% hits; note: potency is the fitted concentration of half-maximal effect; % of control where 0% means no effect; nearly all actives have a fitted effect of over 45% in size
#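 p53-null H1299 cells stably carrying temperature-sensitive p53-A138V and a BP100-luciferase reporter were pinned with compounds (4-point, 1:5 series) and held 24 hrs at 37 deg C. Luminescence was read 10 min after detection reagent.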
# BRCA1 expr act: qHTS Assay to Identify Small Molecule Activators of BRCA1 Expression. MCF7-BRCA1-FFLuc reporter, luminescence, 48 h; response scale: scaled: vehicle 0%, 10 µM genistein 100%. 380,000 compounds, 1.1% hits. Potency, µM (top dose mostly 46.1 µM), for inactives: top-dose activation, most hits filed as activators. AID 624202, 2012; note: potency is the fitted concentration of half-maximal effect; nearly all actives have a fitted effect of over 80% in size; some results filed as inactive show a strong effect at the top dose
#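 First, MCF7-BRCA1-FFLuc cells (2000/well) attach for 2 h; next, compounds are pin-added and incubated 48 h at 37 °C; finally, luciferase reagent is added and luminescence read after 15 min.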
# uPA generation: qHTS for Inhibitors of Cell Surface uPA Generation | cell surface uPA generation assay, qHTS | Potency, µM (titrated, usually from 38.3 µM), without a hit: at the highest dose activity change, negative = inhibition, usual class: inhibitors | 330,000 compounds, 0.31% hits | AID 540303, 2011; active = well fitted inhibition curve with a large enough effect; inconclusive = small, poorly fitted or top-dose-only effect; inactive = no such curve, though single readings can be large or run the other way; tested in mouse RAW 264.7 cells; note: potency is the fitted concentration of half-maximal effect; % is set by controls: 0 for no effect and ±100 for the full control effect; nearly all actives have a fitted effect of over 55% in size
# a7 integrin act: qHTS for Activators of Integrin-Mediated Alleviation for Muscular Dystrophy. alpha7betagal myoblasts, beta-gal FDG fluorescence, 48 h. AID 624291, 2012. Potency, µM (top dose mostly 38.3 µM), for inactives: at the highest dose activation, usual class: activators. 350,000 compounds, 0.064% hits;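 note: potency is the fitted concentration of half-maximal effect; 100% = response of the positive control SU9516; nearly all actives have a fitted effect of over 60% in size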
#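 alpha7betagal+/- myoblasts (passage 13, 250/well) treated 48 h at 37C with compounds at 1:260 dilution of DMSO stock. Lysed, then beta-galactosidase activity read as FDG fluorescence (ex 480/em 540) after 30 min, with pre-read for autofluorescence.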
# ASM inhibitor: Inhibitors of Secretory Acid Sphingomyelinase (S-ASM): qHTS. placental ASM, HMU-PC fluorogenic substrate, 60 min. Potency, µM (series often up to 57.5 µM), inactives show at the top dose activity change, negative = inhibition, usual class: inhibitors. 340,000 compounds, 0.006% hits. AID 504937, 2011; note: potency is the fitted concentration of half-maximal effect
#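 HMU-PC0 cleavage (9 uM final) by human placental ASM, 60 min at 37 °C following 10 min compound exposure at RT; stopped at pH 10, fluorescence Ex 386/Em 447 nm.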
# Eya2 phos inh: qHTS Assay for Inhibitors of the Phosphatase Activity of Eya2; recombinant Eya2, OMFP fluorescence dephosphorylation (OMFP is methylfluorescein phosphate); Potency, µM (series often up to 76.9 µM), inactives show at the highest dose activity, negative = inhibition, most hits filed as inhibitors; 330,000 compounds, 0.006% hits; AID 488837, 2010; note: potency is the fitted concentration of half-maximal effect; % is set by controls: 0 for no effect and ±100 for the full control effect
# Target sequence (O00167 whole entry, looked up): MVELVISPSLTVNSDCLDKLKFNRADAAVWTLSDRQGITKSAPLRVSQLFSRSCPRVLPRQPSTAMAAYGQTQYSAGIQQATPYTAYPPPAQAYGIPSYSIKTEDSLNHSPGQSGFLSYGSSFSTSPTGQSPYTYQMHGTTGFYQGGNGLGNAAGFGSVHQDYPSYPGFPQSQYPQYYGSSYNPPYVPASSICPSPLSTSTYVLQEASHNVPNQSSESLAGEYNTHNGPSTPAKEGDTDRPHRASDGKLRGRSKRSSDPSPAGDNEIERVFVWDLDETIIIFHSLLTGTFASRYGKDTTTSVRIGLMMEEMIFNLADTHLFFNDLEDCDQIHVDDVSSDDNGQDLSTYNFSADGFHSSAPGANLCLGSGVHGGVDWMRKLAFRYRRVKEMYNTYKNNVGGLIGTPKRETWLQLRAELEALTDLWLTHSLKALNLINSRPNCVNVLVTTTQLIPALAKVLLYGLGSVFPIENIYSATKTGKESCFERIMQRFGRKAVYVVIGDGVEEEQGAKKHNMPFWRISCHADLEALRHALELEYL
#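 Eya2 protein (added as 0.2 uM solution) was preincubated with compound for 10 min at ambient temperature in 50 mM HEPES pH 7.5, 50 mM NaCl, 5 uM MgCl2, 0.05% BSA, 1 mM DTT. OMFP (added at 50 uM) then reacted 10 min; fluorescence read at 485/525 nm.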
# * hit, by the source's call; ? = inconclusive; / = no result given; [ ] = another dose, or the depositor's remark. Unless noted, calls come from the whole dose curve; as a rule, active = well fitted curve in the direction sought with a large enough effect; inconclusive = small, poorly fitted or top-dose-only effect, or another doubt; inactive = no such curve, though single readings can be large; an effect the other way counts as inactive or inconclusive.
SMILES,B2AR arrestin,TRPV1 ag,ELG1 genotoxic,PTAP TSG101 blk,USP2a block,p53 reactivation,BRCA1 expr act,uPA generation,a7 integrin act,ASM inhibitor,Eya2 phos inh
O=C1OC(CC(=O)N(Cc2nnc(-c3ccccc3Cl)o2)C2CC2)c2ccccc21 (centres undefined),0.0%,0.7,2.1%,-3.8%,0.2%,14.8%,-5.6%,-3.9%,22.1%,-1.1%,-14.4%
COc1ccc(N(Cc2ccccc2)S(=O)(=O)c2cc(C(=O)O)ccc2Cl)cc1,-0.2%,1.7,-4.1%,-6.0%,1.7%,0.9%,-30.2%,-1.9%,-22.1%,2.5%[11.5 µM],7.7%
Cc1ccc([N+](=O)[O-])c(OCC(=O)OCC(=O)c2ccccc2)c1,-0.2%,1.5,1.8%,0.7%,2.7%,-8.3%,-2.8%,1.1%,-2.9%,-1.4%,0.9%
COC(=O)[C@]1(C)N[C@H](CN(C)S(=O)(=O)c2ccc(C)cc2)[C@@H]2C(=O)N(Cc3ccccc3)C(=O)[C@@H]21,-1.2%,/,-0.1%,-2.0%,2.3%,-7.6%,2.4%,0.4%,13.0%,2.3%,-3.8%
CC(C(Sc1ccccc1N)c1ccccc1)[N+](=O)[O-] (centres undefined),-0.6%,10.8,?,-0.4%,-1.4%,8.7%,-64.2%,11.2µM*,13.0%,-0.8%,-1.0%
Cn1cnnc1Sc1ccc(C(=O)OCC(=O)NC2CC2)cc1[N+](=O)[O-],0.1%,2.1,-2.6%,-2.0%,0.1%,4.2%,30.9%,2.5%,-3.9%,7.1%,-19.4%
COc1ccc(N(C)C(=O)CN(C)S(=O)(=O)c2ccc3c(c2)c(=O)n(C)c(=O)n3C)c(OC)c1,-0.1%,0.7,-4.1%,-2.3%,-0.6%,2.9%,-6.9%,-2.0%,-15.2%,2.1%,11.2%
S=c1[nH]nc(-c2ccccc2Br)n1Cc1ccccc1,-0.5%,11.6,-1.6%,-1.7%,2.9%,7.8%,-12.2%,-0.8%,-8.8%,-1.3%,0.0%
Cc1cccc(Nc2ccc3nonc3c2[N+](=O)[O-])c1C,-0.1%,4.5,5.0%,-7.5%,0.4%,-2.0%,-10.6%,-0.2%,?,-2.4%,4.8%
CCN(CC)CCNC(=O)c1ccc(NC(=O)c2cc(-c3ccncc3)nc3ccccc23)cc1,0.4%,0.8,-0.5%,-5.6%,0.9%,-3.8%,-12.0%,10µM*,-61.0%[inhibitor],-0.4%,7.9%
CC(=O)OCCNc1cc(SC(C)C)c2nonc2c1[N+](=O)[O-],-0.4%,5.0,-0.1%,1.1%,1.1%,-6.2%,-9.1%,1.2%,12.8%,-6.1%,5.2%
COc1cc(Cl)ccc1OCc1cc(C(=O)N2CCC(N(C)C)C2)no1 (centres undefined),-0.9%,-2.4,4.0%,-4.7%,1.2%,-1.8%,0.1%,0.6%,-12.9%,-0.2%,-2.0%
CCN1CCN(C(=S)c2ccc(Br)cc2)CC1,-0.4%,-0.1,0.7%,/,4.0%,1.7%,-37.7%,-0.1%,-9.4%,2.1%,-5.3%
COc1cc(OC)c(NC(=O)c2c(-c3ccccc3)noc2C)cc1Cl,0.0%,0.9,-1.4%,-2.5%,-1.1%,-0.7%,-26.0%,/,?,-0.2%,6.7%
Cc1cc(C)n(-c2ccc(C(=O)NCc3ccc4c(c3)OCO4)cc2)n1,0.0%,11.5,-2.3%,-9.5%,-2.1%,2.0%,-12.7%,-0.1%,-18.8%,-0.1%,12.4%
C=CCn1c(=O)/c(=C/c2ccc(C)o2)s/c1=C(/C#N)C(=O)c1ccccc1,0.1%,13.9,5.3%,?,0.4%,21.5%,9.4%,-7.1%,13.5%,-14.1%,0.1%[15.4 µM]
CCOC(=O)C(Sc1cc(-c2ccccc2)nc2ncnn12)C(C)=O (centres undefined),?,9.2,-0.1%,-0.5%,2.7%,-1.2%,-24.9%,5.0%,-8.4%,-1.3%,1.9%
O=S(=O)(Nc1cccc(-c2cn3c(n2)SCC3)c1)c1cccs1,-0.2%,0.5,-5.4%,-3.1%,0.6%,-3.9%,-4.7%,-0.1%,11.6%,-2.0%,-2.3%
O=C(O)c1ccc(N2CCCC2=O)cc1,0.4%,1.6,1.3%,-1.1%,2.9%,-0.8%,0.0%,-1.9%,1.2%,-0.6%,0.2%[15.4 µM]
COc1ccc(CNC(=O)c2cnc3n(c2=O)CCS3)cc1,-0.3%,5.3,3.8%,-1.6%,3.1%,-5.2%,-5.8%,4.0%,-26.1%,2.6%,-4.1%
O=C(CSCc1ccc(Cl)cc1)NCc1ccc2c(c1)OCO2,/,?,/,-1.0%,/,/,10.6%,1.8%,-2.4%,2.4%,/
CN1CCN(C(=O)C2(NC(=O)Nc3cccc(F)c3)CCCCC2)CC1,-0.3%,-1.7,0.2%,-0.4%,3.5%,-2.6%,-5.5%,3.9%,-18.2%,0.3%,6.8%
Clc1ccc(-n2nnnc2SCc2c(-c3ccccc3)nc3sccn23)cc1,-0.2%,1.7,-4.1%,1.3%,-0.4%,6.8%,-10.9%,3.8%,27.8%,-13.9%,-2.8%[15.4 µM]
COc1cc(CC(=O)OC2CCOC2=O)cc(OC)c1OC (centres undefined),-0.9%,0.2,1.1%,-2.6%,1.9%,8.6%,4.2%,-0.9%,12.6%,4.7%,2.1%
CCOC(=O)c1c(-c2ccccc2)csc1NC(=O)CSc1nnnn1C,-0.7%,-6.0,-21.8%,-2.3%,-20.9%,1.8%,-60.8%,/,0.0%,-17.7%,-10.2%
CC(=O)NCCn1c(SCC(=O)c2ccccc2)nc2ccccc2c1=O,0.2%,2.6,0.4%,-4.6%,3.7%,27.3%,3.0%,-2.0%,20.0%,1.6%,1.3%
O=C(CCCN1CCN(c2ccccn2)CC1)c1ccc(F)cc1,-0.2%,4.5,-3.6%,0.9%,0.9%,-3.4%,2.2%,20.6%,/,-2.7%,-14.1%
Cc1ccc(S(=O)(=O)C2(C(=O)NC3CCCCC3)CC2)cc1,-0.3%,4.5,-1.8%[9.26 µM],-1.3%,-1.2%,-2.0%,10.2%,5.1%,0.6%,1.0%,3.5%
COc1cc(/C=N/Nc2nc(C)nc3c2cnn3-c2ccccc2)ccc1O,0.2%,4.4,-7.4%,-1.3%,0.3%,-4.0%,-44.6%,-15.5%,-29.8%,202.7%[activator],-5.6%
Cc1cccc(OCCC(=O)Nc2ccc(Cl)cc2F)c1,-0.2%,17.8,2.3%,0.1%,-5.6%,4.6%,-4.3%,-0.9%,0.0%,-0.1%,-8.3%
CCOC(=O)CNC(=O)c1cc(-c2ccc3c(c2)OCCO3)oc1C,0.0%,-7.5,?,-2.7%,0.7%,/,98.9%,-6.1%,-27.3%,1.8%,4.1%
CCOC(=O)CC1C(=O)NCCN1Cc1ccc(OC)c(OC)c1 (centres undefined),0.1%,-0.1,2.8%,0.0%,2.0%,0.4%,-3.0%,-0.4%,-15.2%,0.6%,3.1%
CCn1cc([N+](=O)[O-])c(C(=O)N2CCCC2)n1,0.1%,-1.8,0.1%,-5.7%,0.1%,1.2%,-2.2%,/,-3.5%,1.5%,4.7%
COc1ccc(CN2CCN(C(=O)c3cccs3)CC2)cc1,-0.4%,2.7,-3.4%,-1.5%,1.4%,0.7%,-18.2%,-2.3%,3.5%,0.7%,5.7%
NC(=O)CNc1n[nH]c(=S)[nH]c1=O,-1.1%,0.4,2.7%,-3.6%,-1.3%,2.4%,-1.4%,-0.4%,14.8%,0.5%,-15.3%
